tuberculosis growth – growth inhibition of non-replicating M. tuberculosis (AID 488890); Mycobacterium tuberculosis non-replicating, growth inhibition; higher % means a stronger effect; one-dose inhibition, % at 25 µM; IC50 in µM for titrated hits; actives 0.39% (n = 320,000); in the data active means a potency from the dose series; inconclusive means inhibition mostly from about 82% at the one dose, without a potency; inactive means the rest, 99 in 100 with inhibition below about 76%;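 further: plate controls were DMSO cells for no effect and high antibiotic wells for full effect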
influenza NS1A – NS1A inhibition, H1N1 influenza, cell based functional assay (AID 504329) | NS1A functional cell-based assay, percent inhibition; higher % means a stronger effect | inhibition, % at 12.5 µM, or IC50 in µM where a hit was titrated | actives 0.3% (n = 340,000); in the data active means a potency from the dose series; inconclusive means inhibition above about 27% without an active follow-up result; further: strong numbers were not always called active
inhibitors of VEEV – inhibitors of VEEV TC-83 cytopathic effect, confirmation, Vero cells (AID 588727); Vero cells, VEEV TC-83 cytopathic effect inhibition; higher % means a stronger effect; actives 0.13% (n = 350,000); inhibition, % at 20 µM, or IC50 in µM where a hit was titrated; in the data active means a potency from the dose series; inconclusive means inhibition mostly from about 14% at the one dose, without a potency; inactive means the rest, 99 in 100 with inhibition below about 12%; further: strong numbers were not always called active
H37Rv inhibition – M. tuberculosis growth inhibition, HTS (AID 449762); M. tuberculosis H37Rv growth inhibition, 7H9 media; higher % means a stronger effect; inhibition, % at 25 µM; hits with a dose series show IC50 in µM; actives 0.59% (n = 330,000); in the data active means a potency from the dose series; inconclusive means inhibition above about 70% without an active follow-up result;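 further: bacterial growth assessed after seven days of incubation; strong numbers were not always called active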
Salmonella PhoP GFP – PhoP regulon inhibitors, Salmonella typhi PhoP promoter GFP reporter, confirmatory (AID 1850); Salmonella Typhi PhoP-promoter GFP reporter, fluorescence, 4 h; higher % means a stronger effect; inhibition, % at 50 µM, or IC50 in µM where a hit was titrated; actives 0.33% (n = 310,000); in the data active means a potency from the dose series; inconclusive means inhibition mostly from about 25% at the one dose, without a potency; inactive means the rest, 99 in 100 with inhibition below about 19%;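 further: 0% = induced wells with vehicle and 100% = uninduced wells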
inhibitors of VEEV 10K pilot screen – second read-out of inhibitors of VEEV, no call of its own (marks repeat the call); inhibition, %; measured here: 10K pilot screen inhibition
* marks the source's active call; other numbers are inactive results; i = inactive; ? = inconclusive; . = not tested or not shown; & = joins results of further samples.

Start of the data: the first 2 compounds as a preview:
SMILES	tuberculosis growth	influenza NS1A	inhibitors of VEEV	H37Rv inhibition	Salmonella PhoP GFP	others
O=C(CN1C(=O)NC2(CCOc3ccccc32)C1=O)N1CCCCC1 (stereo not given)	-6%	1%	i	0%	.
COc1cc2[nH]c(=O)n(Cc3ccc(C(=O)NCCCN4CCN(C)CC4)cc3)c(=O)c2cc1OC	4%	6%	8.0%	1%	3%

All compounds of this part, from the start:
SMILES	tuberculosis growth	influenza NS1A	inhibitors of VEEV	H37Rv inhibition	Salmonella PhoP GFP	others
O=C(CN1C(=O)NC2(CCOc3ccccc32)C1=O)N1CCCCC1 (stereo not given)	-6%	1%	i	0%	.
COc1cc2[nH]c(=O)n(Cc3ccc(C(=O)NCCCN4CCN(C)CC4)cc3)c(=O)c2cc1OC	4%	6%	8.0%	1%	3%
CCOC(=O)c1cnn(-c2nc(CC)nc3sc4c(c23)CCC4)c1N	0%	6%	0.8%	-6%	-4%
COc1ccc(N2CCN(C(CNS(C)(=O)=O)c3ccco3)CC2)cc1 (stereo not given)	-8%	-15%	1.4%	-3%	-7%	inhibitors of VEEV 10K pilot screen=0.1
Cc1ccc(/C=C/C(=O)c2ccc(O)cc2)cc1	66%	-7%	7.0%	3%	6%
COc1ccc(OCC(=O)Nc2cccc(C(C)=O)c2)cc1	?	8%	7.3%	-7%	6%
CCCCN1CC(=O)N2[C@H](c3ccc(Cl)cc3)[C@@H]3C(=O)N(CC)C(=O)[C@@H]3[C@]2(Cc2ccccc2)C1=O	5%	-3%	0.1%	2%	7%
COc1ccc(N(C)S(=O)(=O)c2cccc(C(=O)N3CCN(c4cccc(C)c4C)CC3)c2)cc1	.	-1%	2.5%	.	.
COCCCNC(NC(=O)c1ccc(OC)cc1)C(Cl)(Cl)Cl (stereo not given)	6%	-3%	1.0%	4%	5%
CCOc1ccc(NC(=O)c2ccco2)c([N+](=O)[O-])c1	3%	0%	0.9%	3%	-6%
O=C(COC(=O)c1ccc(O)cc1)Nc1ccc2c(c1)OCO2	16%	-1%	30%	6%	.
Cc1c(NC(=O)CC2CC(C)OC2=O)c(=O)n(-c2ccccc2)n1C (stereo not given)	2%	20%	1.6%	-7%	7%
CCCn1c(=O)c(F)cn(Cc2ccc(OC)c([N+](=O)[O-])c2)c1=O	1%	-11%	0.7%	-2%	0%
COc1cc(OC)c(N(C)C(=O)c2cn(C)c(=O)c3cc(OC)c(OC)cc23)cc1Cl	6%	-1%	0.3%	-10%	-12%
CC1CCCCC1NC(=O)CCS(=O)(=O)c1ccc2c(c1)NC(=O)CS2 (stereo not given)	13%	-9%	0.5%	0%	-5%
Cc1cc(C(=O)NCc2ccccc2F)c2ccccc2n1	13%	-7%	1.7%	-1%	-7%
CN(C(=O)COC(=O)c1nc(-c2ccccc2)n(-c2ccccc2)n1)C1CCS(=O)(=O)C1 (stereo not given)	-7%	10%	3.4%	.	-6%
CC(NC(=O)CCC(=O)c1ccc(F)cc1)C1CC2CCC1C2 (stereo not given)	.	7%	i	-3%	3%
Cc1ccc(NC(=O)C(=O)c2c(-c3ccccc3)cc3ccccn23)cc1S(=O)(=O)N1CCOCC1	38%	6%	2.6%	-5%	-5%
CCCC(=O)N1CCN(c2ccc(NC(=O)c3ccc([N+](=O)[O-])o3)cc2Cl)CC1	.	2%	i	.	.
CN(C)c1ccc(C(=O)OCc2ccc(Br)cc2)cc1	47%	-4%	2.5%	3%	5%
CCOc1ccc(CCNC(=O)C2CCCN(S(C)(=O)=O)C2)cc1OCC (stereo not given)	-17%	-11%	0.5%	0%	-6%
Cc1ccc(CNC(=O)c2ccc(N3CCC4(CC3)CC(c3cccc(Br)c3)=NO4)c(NC(=O)c3cccc(C)c3)c2)cc1	3%	-8%	0.4%	-3%	-7%
O=C(Nc1cc(-c2ccccc2)nn1C1CCCCC1)c1ccc(Cl)cc1	45%	7%	i	2%	.
O=S(CC(O)COCc1ccc(Cl)cc1)c1ccccn1 (stereo not given)	8%	10%	0.7%	-10%	7%
C[C@H](CO)N1C[C@H](C)[C@@H](CN(C)Cc2ccncc2)Oc2c(NS(=O)(=O)c3ccccc3)cccc2C1=O	11%	-17%	2.8%	6%	.
COc1ccccc1CNC(=O)CCS(=O)(=O)c1cccc2nonc12	38%	-10%	3.0%	17%	-6%
CC1(C)CC(NC(=O)c2ccc(Br)o2)CC(C)(C)N1	-19%	-5%	i	-10%	-8%
COc1ccc(NC(=O)CC2COc3ccccc3O2)c(OC)c1 (stereo not given)	15%	-4%	0.5%	1%	-3%	inhibitors of VEEV 10K pilot screen=2.2
CCOC(=O)c1c(C)[nH]c(C(=O)N/N=C\c2ccccc2O)c1C	73%	1%	8.1%	5%	-2%
O=C(NCc1ccco1)c1cccc(-c2nnc(-c3ccccc3)o2)c1	40%	-13%	8.4%	4%	13%
CN(C)c1ccc(C(O)Cc2nc3ccccc3n2C)cc1 (stereo not given)	8%	-28%	0.4%	9%	-8%
NCCCC[C@H](N[C@@H](CCc1ccccc1)C(=O)O)C(=O)N1CCC[C@H]1C(=O)O	-8%&-34%	4%&-3%	0.6%	-7%&-2%	1%&0%
C[C@H](CO)N1C[C@H](C)[C@@H](CN(C)Cc2ccc3c(c2)OCO3)Oc2c(NS(C)(=O)=O)cccc2C1=O	-10%	-21%	i	-3%	.
S=C(Nc1ccc(Nc2ccccc2)cc1)Nc1ccccn1	65%	9%	?	49µM*	4%
Cc1ccc(-n2nnnc2CCl)cc1	.	10%	?	.	.
CCCCNC(=S)NNC(=O)c1csc(C)c1CC	59%	-2%	3.0%	-26%	-7%
CN(C)/C=C1\SC(=S)N(c2ccc(Br)cc2)C1=O	7%	16%	0.2%	-2%	-3%
COc1ccc(OC)c(CC(=O)Nc2ccc3c(c2)CCC3)c1	17%	2%	1.2%	-4%	3%
Cc1sc(NC(=O)c2ccco2)c(C(c2cccnc2)N2CCN(CCO)CC2)c1C (stereo not given)	6%	2%	2.1%	-5%	-4%
O=C(CCCOc1ccccc1)Nc1ccccc1C(F)(F)F	72%	-6%	0.4%	14%	-4%
CCOc1ccc(NS(=O)(=O)c2c(C)nc3sc(CC)nn3c2=O)cc1	.	-7%	1.0%	-1%	-12%
COc1ccc(-c2nc(NC(=O)C3CC(=O)N(c4ccc5c(c4)OCCO5)C3)sc2C)cc1 (stereo not given)	60%	15%	5.6%	?	-9%
O=C(NCCN1CCN(c2ccccc2)CC1)c1cccn2c(=O)c3cc(Cl)ccc3nc12	.	22%	i	.	-10%
CN1CCC(N(C)C(=O)c2cc(-c3ccc(F)cc3)nc3ccccc23)CC1	2%	5%	2.5%	1%	.
O=C(O)CN1C(=O)S/C(=C\c2cccnc2)C1=O	2%	-2%	0.8%	0%	-1%
N#Cc1ccc(C(=O)Nc2cccc3cccnc23)c(F)c1	-2%	-5%	0.9%	4%	-8%
CC(C)COC(=O)C1C2C=CC3(CN(C(C)c4ccc(Br)cc4)C(=O)C13)O2 (stereo not given)	-8%	-5%	1.4%	-6%	-1%
COc1cc2cnc(-c3ccccc3)c(-c3cccc(C(F)(F)F)c3)c2cc1OC	65%	8%	?	?	.
O=C(C1CCN(S(=O)(=O)c2cccc3cccnc23)CC1)N1CCCCC1	-12%	0%	1.1%	1%	11%
CN(Cc1ccc(Cl)cc1Cl)C(=O)CNC(=O)c1ccc2c(c1)OCO2	6%	-5%	3.3%	27%	-2%
O=C(Nc1ncn[nH]1)c1cc([N+](=O)[O-])ccc1Cl	-18%	-13%	1.6%	0%	6%
O=C(CSc1nccn1-c1ncc(C(F)(F)F)cc1Cl)c1ccc(Br)cc1	14%	0%	1.6%	-2%	-8%
Cn1cc(C(=O)N2CCc3ccccc32)cn1	-14%	-6%	1.8%	6%	-8%
Cc1nc(C)c(-c2nnc(-c3ccccc3Cl)o2)cc1C(=O)NN	13%	-13%	1.0%	-16%	5%
CC(=O)Nc1ccc(NC(=O)CSc2nnc3c4ccccc4n(C)c3n2)cc1	-6%	-4%	0.9%	-1%	-5%
Cc1cc(C(=O)C(C)Sc2cccc[n+]2[O-])c(C)n1-c1ccc(Cl)cc1 (stereo not given)	29%	2%	1.9%	-2%	2%
CC(=O)c1cccc(N(C(=O)Cn2nnc3ccccc32)C(C(=O)NCC2CCCO2)c2ccc(N3CCOCC3)cc2)c1 (stereo not given)	-4%	-5%	0.4%	1%	6%
O=C(Cc1c(O)c2ccccc2[nH]c1=O)NCc1ccccc1	0%	11%	1.1%	-7%	12%
CC(C)Cc1ccc(CN2CCCC(NC(=O)c3nn(C)c(=O)c4ccccc34)C2)cc1 (stereo not given)	.	5%	4.7%	.	.
(further entries)
SMILES	tuberculosis growth	influenza NS1A	inhibitors of VEEV	H37Rv inhibition	Salmonella PhoP GFP	others
Cc1ccsc1/C=N/n1c(-c2ccco2)n[nH]c1=S	-9%	0%	0.4%	0%	-4%
COc1ccc(Cl)cc1C(=O)NNC(=S)NC1CCCC1	-5%	-6%	3.1%	4%	6%
CCOc1ccc(CC(=O)NC2CC(C)(C)N(C)C(C)(C)C2)cc1OCC	-13%	-26%	0.5%	-10%	.
CC(C)C[C@H](NC(=O)C1CCN(C(=O)[C@H](Cc2ccccc2)NC(=O)OC(C)(C)C)CC1)C(=O)O	-5%	-8%	0.6%	-9%	2%
Cc1ccccc1N1CCN(c2ncnc3c2cnn3Cc2ccc(Cl)cc2)CC1	69%	-12%	8.3%	5.1µM*	-13%
COc1ccc(/C=N/OCC(=O)NCC(C)C)c(OC)c1	-7%	-3%	0.8%	-4%	1%

Arranged by heavy-atom count (largest number first): some entries from above.
SMILES	tuberculosis growth	influenza NS1A	inhibitors of VEEV	H37Rv inhibition	Salmonella PhoP GFP	others
CC(=O)c1cccc(N(C(=O)Cn2nnc3ccccc32)C(C(=O)NCC2CCCO2)c2ccc(N3CCOCC3)cc2)c1 (stereo not given)	-4%	-5%	0.4%	1%	6%
CC(C)C[C@H](NC(=O)C1CCN(C(=O)[C@H](Cc2ccccc2)NC(=O)OC(C)(C)C)CC1)C(=O)O	-5%	-8%	0.6%	-9%	2%
COc1ccc(-c2nc(NC(=O)C3CC(=O)N(c4ccc5c(c4)OCCO5)C3)sc2C)cc1 (stereo not given)	60%	15%	5.6%	?	-9%
CC(C)Cc1ccc(CN2CCCC(NC(=O)c3nn(C)c(=O)c4ccccc34)C2)cc1 (stereo not given)	.	5%	4.7%	.	.
Cc1ccccc1N1CCN(c2ncnc3c2cnn3Cc2ccc(Cl)cc2)CC1	69%	-12%	8.3%	5.1µM*	-13%
CC(=O)Nc1ccc(NC(=O)CSc2nnc3c4ccccc4n(C)c3n2)cc1	-6%	-4%	0.9%	-1%	-5%
CN1CCC(N(C)C(=O)c2cc(-c3ccc(F)cc3)nc3ccccc23)CC1	2%	5%	2.5%	1%	.
O=C(C1CCN(S(=O)(=O)c2cccc3cccnc23)CC1)N1CCCCC1	-12%	0%	1.1%	1%	11%
Cc1cc(C(=O)C(C)Sc2cccc[n+]2[O-])c(C)n1-c1ccc(Cl)cc1 (stereo not given)	29%	2%	1.9%	-2%	2%
Cc1nc(C)c(-c2nnc(-c3ccccc3Cl)o2)cc1C(=O)NN	13%	-13%	1.0%	-16%	5%
O=C(Cc1c(O)c2ccccc2[nH]c1=O)NCc1ccccc1	0%	11%	1.1%	-7%	12%
N#Cc1ccc(C(=O)Nc2cccc3cccnc23)c(F)c1	-2%	-5%	0.9%	4%	-8%
COc1ccc(/C=N/OCC(=O)NCC(C)C)c(OC)c1	-7%	-3%	0.8%	-4%	1%
Cc1ccsc1/C=N/n1c(-c2ccco2)n[nH]c1=S	-9%	0%	0.4%	0%	-4%
O=C(Nc1ncn[nH]1)c1cc([N+](=O)[O-])ccc1Cl	-18%	-13%	1.6%	0%	6%
Cn1cc(C(=O)N2CCc3ccccc32)cn1	-14%	-6%	1.8%	6%	-8%

Compound activity (PubChem BioAssay)
